D1 ag: activates the human D1 dopamine receptor. P21728. HEK293 T-REx D1 cells, calcium flux, agonist mode. activation, % at 2 µM. hit rate 1% among 360,000; in the data active = activation above about 30%; note: 0% is about no effect
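Tetracycline-induced HEK293 TREx D1 cells, force-coupled to calcium signalling, were dye-loaded with a no-wash calcium kit. Compound was pin-added after a 10 s baseline. Fluorescence was read kinetically at 1 cycle/s for 180 s, with calcium rises flagged as agonism.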
Vif-APOBEC3F blk: inhibitors of Vif-A3F interaction | HeLa A3F-eYFP + Vif (tagged APOBEC3F with the HIV-1 protein that degrades it), YFP fluorescence increase | Potency, µM (series often up to 46.1 µM), for the others: at the highest dose activity, negative = active | hit rate 0.2% among 390,000; note: potency is the fitted concentration of half-maximal effect; % of control where 0% means no effect; nearly all actives have a fitted effect of over 65% in size
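HeLa cells stably expressing Vif plus C-terminally eYFP-tagged A3F were seeded, incubated overnight at 37 deg C, dosed with compound, incubated overnight again at 37 deg C. Yellow fluorescence (Ex 488/Em 500-530) reported blocked Vif-mediated A3F-eYFP degradation.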
RXFP1 ag: RXFP1 (human) receptor agonism; Q9HBX9; HEK293T-RXFP1 cAMP TR-FRET, 30 min; response scale: percent of porcine relaxin response, buffer zero; hit rate 0.3% among 370,000; AID 2676; Potency, µM (doses to about 57.5 µM), for the others: top-dose activation, usual class: activators; note: potency is the fitted concentration of half-maximal effect; % is set by controls: 0 for no effect and ±100 for the full control effect; nearly all actives have a fitted effect of over 60% in size; many of its hits are not listed in these tables
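cAMP rise read by TR-FRET after 30 min, 37C compound exposure (up to 58 uM) in RXFP1-transfected HEK293 cells with Ro 20174 present. EC50 from Hill-equation fits, with 29 nM porcine relaxin as 100% and buffer as basal.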
D1 antagonist: blocks dopamine activation of the human D1 receptor. P21728. HEK293 TREx D1 cells, calcium flux, dopamine EC80; hits give low values. activity change, negative = inhibition, % at 10 µM. hit rate 3.2% among 360,000; in the data active = activity change below about -30%; note: % is set by controls: 0 for no effect and ±100 for the full control effect
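HEK293 T-REx cells expressing inducible, force-coupled D1 receptor; no-wash Ca dye, 30–90 min RT. Cmpd → 180 s read at 1 Hz → EC80 DA → 180 s read.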
LDHA block: inhibitors of human lactate dehydrogenase A; hit rate 0.15% among 480,000; purified LDHA, NADH/diaphorase-resazurin fluorescence; hits give low values; P00338; activity change, % (values are at about 110 or 230 µM); in the data active = activity change below about -30%; inconclusive = mostly about -25% to -30%;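 note: plate controls were DMSO wells for no effect and wells without enzyme for full effect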
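Resorufin fluorescence (ex540/em590), read at 0 and 20 min after diaphorase/resazurin addition, reports the NADH left after a 5 min room-temperature reaction of 2 nM human LDH5 with 0.06 mM NADH and 0.2 mM pyruvate.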
D2 potentiator: positively modulates the human D2 dopamine receptor allosterically | HEK293 T-REx D2, calcium flux, EC20 dopamine potentiation | hit rate 0.34% among 340,000 | P14416 | potentiation, % at 10 µM;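 active = potentiation over 3 SD above the plate norm, cut at about 30% in these data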; note: 0% is about no effect
Target sequence (P14416 whole entry, looked up): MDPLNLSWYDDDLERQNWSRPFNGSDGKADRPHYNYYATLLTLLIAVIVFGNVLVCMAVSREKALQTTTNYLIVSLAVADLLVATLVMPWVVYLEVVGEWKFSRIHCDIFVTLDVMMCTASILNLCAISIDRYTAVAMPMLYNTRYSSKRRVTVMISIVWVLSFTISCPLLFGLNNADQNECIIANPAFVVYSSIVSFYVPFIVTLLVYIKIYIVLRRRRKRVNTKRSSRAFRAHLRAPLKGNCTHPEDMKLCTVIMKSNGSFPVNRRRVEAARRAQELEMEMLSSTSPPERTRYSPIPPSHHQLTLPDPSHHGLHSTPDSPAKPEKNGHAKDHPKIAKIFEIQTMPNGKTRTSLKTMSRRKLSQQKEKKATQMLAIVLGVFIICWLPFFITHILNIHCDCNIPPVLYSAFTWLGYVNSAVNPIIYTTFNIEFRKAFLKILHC
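Using a no-wash calcium dye in inducible, force-coupled HEK293 Trex cells expressing D2, we tracked fluorescence each second for 180 s after compound, then for 180 s after EC20 dopamine to detect augmented signalling.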
Vif-APOBEC3G blk: blocks the Vif interaction with human APOBEC3G; Q9HC16; AID 602310; Potency, µM (highest dose often 46.1 µM), for inactives: at the top dose activity, negative = active, hits mostly inhibitors; HeLa A3G-eYFP + Vif (tagged APOBEC3G with the HIV-1 protein that degrades it), YFP fluorescence, overnight; hit rate 0.076% among 410,000;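 note: potency is the fitted concentration of half-maximal effect; % is set by controls: 0 for no effect and ±100 for the full control effect; nearly all actives have a fitted effect of over 60% in size; hits raise eYFP signal because A3G escapes Vif-driven loss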
Target sequence (Q9HC16 whole entry, looked up): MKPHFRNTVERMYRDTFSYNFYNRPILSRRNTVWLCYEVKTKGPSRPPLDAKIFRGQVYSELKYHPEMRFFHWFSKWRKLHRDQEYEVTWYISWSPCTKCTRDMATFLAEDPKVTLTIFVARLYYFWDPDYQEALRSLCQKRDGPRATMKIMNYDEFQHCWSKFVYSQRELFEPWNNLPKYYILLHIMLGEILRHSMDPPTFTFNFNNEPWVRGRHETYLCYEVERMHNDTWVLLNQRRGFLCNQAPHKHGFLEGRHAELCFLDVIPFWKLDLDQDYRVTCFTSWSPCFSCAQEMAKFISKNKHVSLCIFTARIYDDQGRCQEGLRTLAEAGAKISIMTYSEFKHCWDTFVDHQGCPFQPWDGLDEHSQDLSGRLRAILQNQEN
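Read-out is eYFP fluorescence (Ex 488/Em 500-530) from Vif-expressing HeLa A3G-eYFP cells; more signal means A3G escaped Vif-mediated degradation. Cells plated overnight, compound pinned in, incubated overnight at 37 deg C.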
D1 potentiator: potentiators of human D1 dopamine receptor; hit rate 0.036% among 360,000; HEK293 TREx D1 cells, calcium flux, dopamine EC20 potentiation; potentiation, % at 10 µM; AID 504651; P21728; in the data active = potentiation above about 30%; note: 0% is about no effect
Glioma ERSR ind: inducers of ER stress response in human glioma cells. U87-MG GRP78 promoter luciferase reporter, 16 h. Potency, µM, for inactives: at the top dose activation, most hits filed as activators. hit rate 0.02% among 420,000. AID 602332; note: potency is the fitted concentration of half-maximal effect; series mostly up to about 76 µM; % of control where 0% means no effect; nearly all actives have a fitted effect of over 35% in size
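ERSR induction read as luciferase luminescence (Bright-Glo, 10 min at room temperature) in stably transfected human U87-MG glioma cells exposed to compounds for 16 h, using GRP78 as sensor.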
* marks the source's active call; other numbers are inactive results; ? = inconclusive; . = not tested or not shown. Unless noted, calls come from the whole dose curve; as a rule, active = well fitted curve in the direction sought with a large enough effect; inconclusive = small, poorly fitted or top-dose-only effect, or another doubt; inactive = no such curve, though single readings can be large; an effect the other way counts as inactive or inconclusive. This is a subset; the hit share may differ from the screen's.

SMILES	D1 ag	Vif-APOBEC3F blk	RXFP1 ag	D1 antagonist	LDHA block	D2 potentiator	Vif-APOBEC3G blk	D1 potentiator	Glioma ERSR ind
CC(=O)c1ccc(S(=O)(=O)Nc2cccc(-n3cnnn3)c2)cc1	5.7	-24.3%	4.6%	-5.7	1.3	-2.3	-7.9%	-5.0	-4.6%
OC(COc1ccc(CNCCc2ccccc2F)cc1)CN1CCCCC1 (configuration not stated)	3.7	-1.9%	-0.9%	1.7	-4.1	-12.2	-0.2%	-1.8	0.1%
CN(C)CCN(Cc1cc2cc3c(cc2[nH]c1=O)OCCO3)C(=S)NCC1CCCO1 (configuration not stated)	4.3	-33.8%	1.8%	2.8	2.1	-1.1	-0.5%	-0.8	-4.5%
CCN(CC)S(=O)(=O)c1ccc2c(c1)c(=O)c(C(=O)N1CCN(c3ccccn3)CC1)cn2C	3.2	-1.3%	17.3%	4.8	-1.1	.	2.6%	3.8	-3.3%
Cc1ccc(OCCNC(=O)CCc2nc3sc4c(c3c(=O)[nH]2)CCCC4)cc1	.	-21.9%	.	.	-2.4	.	-6.9%	.	-4.2%
COC(=O)c1sc(NC(=S)NC(=O)c2ccccc2C)nc1C	91.6*	-14.9%	1.2%	3.9	-17.9	-3.6	-0.5%	-3.2	6.5%
Cc1cccc(-n2cnc(C(=O)N/N=C\c3ccc(Br)cc3)c2)n1	1.5	0.1%	0.3%	-1.2	-4.1	-1.4	1.4%	-0.5	0.1%
Cc1c(N(C)S(=O)(=O)c2cccc(C(=O)NC(C)C)c2)c(=O)n(-c2ccccc2)n1C	0.9	17.3%	-1.1%	2.3	-4.8	6.6	-0.4%	5.0	-1.8%
Cc1cc2c(=O)n(CC(=O)NCC(=O)N3CCN(Cc4ccccc4)CC3)cnc2s1	-0.7	-4.9%	2.7%	5.4	2.2	5.5	-22.1%	5.7	-1.0%
CC(C)(C)CN1C(=O)C(=O)NC[C@@H]1Cc1ccc(O)cc1	4.9	-1.2%	-3.1%	1.7	-8.1	-11.9	-0.2%	5.0	-0.6%
O=C(NC(=S)Nc1ccccn1)c1cc(-c2ccccc2)nc2ccccc12	9.6	?	0.0%	-3.6	-7.1	12.6	0.7%	0.0	-1.2%
O=C1NN(c2ccc(F)cc2)C(=O)/C1=C\C=C\c1ccco1	1.2	11.8%	-0.1%	-2.5	-3.1	19.6	-0.6%	-2.6	-5.2%
COCCN=c1scc(-c2ccco2)n1/N=C/c1ccc(O)c(O)c1O	2.9	?	-1.6%	3.9	31.4	-30.0	-10.9%	-5.9	-2.6%
CCC(C)NC(=S)N1CCN(Cc2ccc3c(c2)OCO3)CC1 (configuration not stated)	2.1	-2.7%	-0.3%	-15.4	-7.8	-1.8	0.1%	-0.9	-1.8%
COc1cc(/C=C(/C#N)C(=O)Nc2ccccc2)ccc1OCc1ccc(C(=O)O)cc1	2.3	-11.0%	-0.9%	-6.5	0.9	6.8	-0.5%	-0.8	3.7%
COc1ccc(OCC(O)Cn2c(Nc3ccccc3)nc3c2c(=O)n(C)c(=O)n3C)cc1 (configuration not stated)	3.6	-1.9%	7.7%	28.0	1.5	-7.8	0.8%	-3.0	-3.5%
COc1ccc(-n2cc(CN(C)CCO)c(-c3cccc(F)c3)n2)cc1	1.1	-6.9%	-0.8%	-6.3	6.1	-26.8	-2.4%	-1.3	0.6%
CC1(C)C(=O)Nc2ccccc2N1C(=O)COC(=O)Cc1c(F)cccc1Cl	0.3	-22.7%	0.3%	-4.9	-6.5	-4.0	-1.7%	-8.9	-5.0%
CCn1cc(CN2CCC(n3nccc3NC(=O)c3ccccc3OC)CC2)cn1	1.0	1.3%	-3.4%	6.5	1.7	-11.1	1.5%	3.0	-3.9%
COc1ccc(CCC(=O)Nc2cc3c4c(c2)CC(=O)N4CCC3)cc1	2.3	-1.2%	1.5%	9.5	-1.2	13.0	-7.3%	-0.7	-1.2%

Taken from the results shown (five entries):
SMILES	D1 ag	Vif-APOBEC3F blk	RXFP1 ag	D1 antagonist	LDHA block	D2 potentiator	Vif-APOBEC3G blk	D1 potentiator	Glioma ERSR ind
COCCN=c1scc(-c2ccco2)n1/N=C/c1ccc(O)c(O)c1O	2.9	?	-1.6%	3.9	31.4	-30.0	-10.9%	-5.9	-2.6%
CCC(C)NC(=S)N1CCN(Cc2ccc3c(c2)OCO3)CC1 (configuration not stated)	2.1	-2.7%	-0.3%	-15.4	-7.8	-1.8	0.1%	-0.9	-1.8%
COc1cc(/C=C(/C#N)C(=O)Nc2ccccc2)ccc1OCc1ccc(C(=O)O)cc1	2.3	-11.0%	-0.9%	-6.5	0.9	6.8	-0.5%	-0.8	3.7%
COc1ccc(OCC(O)Cn2c(Nc3ccccc3)nc3c2c(=O)n(C)c(=O)n3C)cc1 (configuration not stated)	3.6	-1.9%	7.7%	28.0	1.5	-7.8	0.8%	-3.0	-3.5%
COc1ccc(-n2cc(CN(C)CCO)c(-c3cccc(F)c3)n2)cc1	1.1	-6.9%	-0.8%	-6.3	6.1	-26.8	-2.4%	-1.3	0.6%

(cont.)
SMILES	D1 ag	Vif-APOBEC3F blk	RXFP1 ag	D1 antagonist	LDHA block	D2 potentiator	Vif-APOBEC3G blk	D1 potentiator	Glioma ERSR ind
COc1ccc(C(CNC(=O)c2cccc(S(=O)(=O)Nc3ccccc3OC)c2)N2CCCC2)cc1 (configuration not stated)	7.0	2.0%	-0.1%	-4.4	-9.8	-28.8	2.5%	-2.3	-4.5%
CC[C@@H]1CCCCc2ccccc2[C@H](C(=O)C[C@H](O)CC(C)=O)OC1=O	.	0.6%	.	.	-0.6	.	-2.0%	.	-3.8%
Cc1cccc(C)c1Nc1nnc(SC(C)C(=O)Nc2c(C)n(C)n(-c3ccccc3)c2=O)s1 (configuration not stated)	2.4	6.2%	0.5%	0.8	2.5	7.6	-0.2%	5.7	-2.4%
CCN(CCCNC(=O)Cn1ncc2c3ccccc3n(C)c2c1=O)c1cccc(C)c1	3.6	-2.3%	20.5%	15.8	4.1	16.8	3.6%	6.9	-5.2%
O=C(N/N=C/c1cc([N+](=O)[O-])cc(Br)c1O)C12CC3CCC(CC(C3)C1)C2	122.2*	-18.1%	0.6%	-32.0*	-3.8	-12.1	-3.4%	14.4	-3.3%
Cc1cc(C)n(S(=O)(=O)c2cc(Cl)ccc2Cl)n1	2.6	0.0%	-0.2%	-17.1	-5.3	-1.1	0.1%	-1.4	-4.1%
CCCN(CCC)S(=O)(=O)c1ccc(C(=O)Nc2cccc(-c3nc4ccccc4[nH]3)c2)cc1	1.0	-0.3%	0.4%	-7.6	-5.6	-4.9	-8.0%	-2.5	-1.6%
Cc1ccc(C)c(NC(=O)COC(=O)c2ccc3c(c2)OCO3)c1	4.5	0.5%	1.4%	2.0	-5.4	-11.2	0.3%	-8.1	-1.4%
O=C(NCc1ccncc1)C(=O)C1C(=O)Nc2ccccc21 (configuration not stated)	3.3	3.3%	-3.8%	-26.4	-6.0	-1.7	1.5%	-0.4	-2.4%
Cc1ccc(NC(=S)NC(=O)c2ccc(-c3ccc(Cl)cc3)o2)c(O)c1	0.9	1.9%	-1.3%	5.3	3.8	24.5	-19.3%	-16.6	-8.4%
CC(=O)c1cc2c(cc1F)C(C)(C)CCC2(C)C	.	3.2%	.	.	-1.7	.	-1.0%	.	-3.1%
CCOc1nnc(C)c2c(C)n(-c3ccc(Cl)cc3)nc12	.	-0.3%	3.0%	.	-7.8	.	1.9%	.	-3.4%
CCc1nnc(NC(=O)c2ccc(C)o2)s1	2.4	3.6%	-0.9%	-0.9	1.1	15.4	2.1%	-0.1	11.6%
Cc1ccc(Nc2ncnc3sc4c(c23)CCC(C)C4)cc1C (configuration not stated)	0.8	-3.3%	0.3%	7.2	-1.1	-13.2	-1.6%	5.7	-1.7%
Cc1cc(C(=O)NCc2cccnc2)cs1	2.3	-9.7%	-1.1%	-10.5	0.9	-5.4	-6.0%	-3.1	0.2%
O=C(Nc1nc2ccccc2n1CCN1CCCCC1)c1ccc(Cl)cc1	-0.1	.	0.7%	2.6	.	0.0	.	-2.2	.
CCn1c(Cn2nnc(-c3ccccc3)n2)nnc1SCC(=O)Nc1ccc(N(C)C)cc1	-0.8	-2.4%	-1.5%	-0.3	-6.2	-1.1	0.7%	3.0	-0.2%
O=C(Nc1cccnc1)c1cc(Cl)ccc1Cl	3.1	1.5%	-0.8%	2.8	-5.3	.	-2.6%	2.0	-2.7%
CCOc1ccc(-c2nnc(SCC(=O)NCc3ccccc3Cl)o2)cc1	6.1	-2.2%	5.4%	-18.2	-0.6	2.3	3.4%	-3.5	-3.5%
CC(C)n1cc(CN2CCN(C)C(CCO)C2)c2ccccc21 (configuration not stated)	-2.7	-14.0%	1.8%	-7.4	1.3	3.5	0.8%	-7.2	-1.1%
CCOc1ccc(/C=C2/Sc3ccc(C(=O)N4CCN(C(=O)c5ccco5)CC4)cc3N(C)C2=O)cc1OC	-0.4	.	1.3%	25.8	.	5.8	.	-5.0	.
O=C(OC(C(=O)NCc1ccc(F)cc1)c1ccccc1)c1ccco1 (configuration not stated)	4.3	7.8%	-2.4%	-12.0	-10.0	-8.5	-0.1%	0.3	2.1%
CCCN(CCC)S(=O)(=O)c1ccc(C(=O)Nc2cc3oc4ccccc4c3cc2OC)cc1	2.1	-6.1%	3.0%	-2.6	-5.2	5.7	-4.1%	-0.8	-5.0%
CCOc1ccc(S(=O)(=O)Nc2cccc(C(=O)N3CCN(c4ccccn4)CC3)c2)cc1	.	-1.7%	.	.	-4.0	.	4.1%	.	-5.5%
Cc1ccc(Nc2nc(N)c([N+](=O)[O-])c(NCc3ccccc3)n2)cc1	2.6	-11.2%	0.9%	-0.5	-6.1	13.6	-11.6%	-0.4	12.8%
CC1(C)OC(=O)CC1C(=O)NCc1ccccc1 (configuration not stated)	1.6	7.9%	0.8%	0.7	-3.5	1.6	-1.8%	-8.2	-8.8%
COc1cc(NC(=O)CSc2ccc(-c3ccco3)nn2)cc(OC)c1	2.0	2.4%	6.0%	1.3	3.9	-0.6	-8.0%	3.9	6.3%
COc1ccc(NC(=O)c2ccc(-c3nc(CSc4ccccc4)c(C)o3)cc2)cc1OC	-0.1	0.4%	2.7%	3.3	1.0	-1.7	4.8%	-1.6	-4.6%

From PubChem BioAssay
